TEAD-YAP inh: TEAD-YAP interaction inhibition; actives 1.4% (n = 640,000); HEK-TIYL cells, TEAD-Gal4/YAP UAS-luciferase luminescence; inhibition, % at 9.12 µM; in the data active = inhibition above about 32%;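 also: 0% = median of test compound wells and 100% = reference inhibitor wells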
MITF primary: blocks human microphthalmia-associated transcription factor. O75030. inhibition, % at 2.6 µM. AlphaScreen MITF homodimerization, bead proximity signal. actives 0.91% (n = 650,000); in the data active = inhibition above about 50%;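 also: 0% = vehicle wells with protein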
Target sequence (O75030 whole entry, looked up): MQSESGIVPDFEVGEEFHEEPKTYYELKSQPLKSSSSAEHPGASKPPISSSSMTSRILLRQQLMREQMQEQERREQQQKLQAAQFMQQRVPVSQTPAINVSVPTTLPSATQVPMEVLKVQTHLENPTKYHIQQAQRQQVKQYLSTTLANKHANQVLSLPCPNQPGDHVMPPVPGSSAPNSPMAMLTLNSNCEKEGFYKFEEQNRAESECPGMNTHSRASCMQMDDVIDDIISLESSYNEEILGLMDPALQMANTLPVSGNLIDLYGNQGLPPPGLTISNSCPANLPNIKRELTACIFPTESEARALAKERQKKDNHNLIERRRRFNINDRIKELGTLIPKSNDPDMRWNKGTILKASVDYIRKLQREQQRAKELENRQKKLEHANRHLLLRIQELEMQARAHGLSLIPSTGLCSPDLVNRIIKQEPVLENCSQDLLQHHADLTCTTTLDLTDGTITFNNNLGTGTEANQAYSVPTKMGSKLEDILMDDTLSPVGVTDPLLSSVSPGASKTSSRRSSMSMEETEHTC
GPR151 activ: activators of human GPR151 | actives 1% (n = 650,000) | Q8TDV0 | PathHunter beta-arrestin GPR151 cells, luminescence | AID 1508602 | activation, % at 11.2 µM; in the data active = activation above about 4.9%;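 also: 0% = median of compound wells and 100% = cells with positive control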
Target sequence (Q8TDV0 whole entry, looked up): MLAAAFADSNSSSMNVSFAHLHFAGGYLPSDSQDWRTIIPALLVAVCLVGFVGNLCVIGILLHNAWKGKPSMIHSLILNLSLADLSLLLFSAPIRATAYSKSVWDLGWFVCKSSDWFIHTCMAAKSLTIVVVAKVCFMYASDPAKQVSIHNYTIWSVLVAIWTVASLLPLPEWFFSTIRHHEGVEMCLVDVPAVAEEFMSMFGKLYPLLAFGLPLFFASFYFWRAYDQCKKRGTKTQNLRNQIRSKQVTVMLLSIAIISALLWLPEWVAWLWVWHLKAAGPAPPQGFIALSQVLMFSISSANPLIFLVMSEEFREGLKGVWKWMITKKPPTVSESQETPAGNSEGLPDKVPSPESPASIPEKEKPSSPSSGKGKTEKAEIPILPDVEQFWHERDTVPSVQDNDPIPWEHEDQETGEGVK
FBW7 activator: human FBW7 E3 ligase activation, primary screen; AlphaScreen FBW7–phospho-cyclin E peptide binding, activator screen; normalized activity (activation), % at 26.1 µM; actives 0.13% (n = 650,000); in the data active = normalized activity above about 1.9%;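 also: purified mutant Fbw7 with reduced substrate affinity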
An asterisk follows results filed as active. This is a random part of the collection (roughly 3.5% active in at least one column).

`COc1ccc(S(=O)(=O)NCC(=O)Nc2ccc3c(c2)OCCO3)cc1OC` gave TEAD-YAP inh -3, MITF primary 6, GPR151 activ -0.5 and FBW7 activator 0.1.
For O=C1CCCC2=C1C(c1ccc([N+](=O)[O-])cc1)Nc1ccccc1N2 (stereo not given) the results were TEAD-YAP inh -5, MITF primary -4, GPR151 activ -0.2 and FBW7 activator 0.0.
CCCCOC(=O)c1cc(-c2ccc(Cl)cc2)nc2ccc(C)cc12 was read as TEAD-YAP inh -4, MITF primary -24, GPR151 activ 0.2 and FBW7 activator 0.1.
CCOC(=O)Nc1ccc2c(CNCCCN3CCOCC3)cc(=O)oc2c1 was read as TEAD-YAP inh -23, MITF primary 6, GPR151 activ -2.4 and FBW7 activator -0.1.
For COc1ccc(NC(=O)NCCNc2nc3c(C)cccc3cc2C#N)cc1 the results were TEAD-YAP inh -4, MITF primary 3, GPR151 activ 0.5 and FBW7 activator 0.2.
`CCn1c(SC(C)C)nnc1-c1c[nH]c2ccccc12` gave TEAD-YAP inh -6, MITF primary 9, GPR151 activ 0.6 and FBW7 activator 0.0.
O=C(Nc1cccnc1)C(Cc1ccccc1)n1cccc1 (stereo not given) was read as TEAD-YAP inh 8, MITF primary 16, GPR151 activ 0.4 and FBW7 activator -0.2.
Screening CCc1c(C)sc(NC(=O)c2sc3ccccc3c2Cl)c1C#N returned TEAD-YAP inh -3, MITF primary 3, GPR151 activ 0.3 and FBW7 activator -0.1.
For O=S(=O)(c1ccccc1)n1c(SCc2ccccc2)nc2ccccc21 the results were TEAD-YAP inh -79, MITF primary 3, GPR151 activ -4.1 and FBW7 activator -0.1.
Cc1ccc(OCC(=O)N/N=C/c2ccc([N+](=O)[O-])c(O)c2)c([N+](=O)[O-])c1 was read as TEAD-YAP inh -4, MITF primary -37, GPR151 activ 0.0 and FBW7 activator -0.1.
Cc1cccc(-n2c(C)cc(C=O)c2C)c1C was read as TEAD-YAP inh 9, MITF primary 3, GPR151 activ 0.5 and FBW7 activator -0.1.
`C=CCN1C(=O)/C(=C/c2ccc(O)c([N+](=O)[O-])c2)SC1=S` gave TEAD-YAP inh -20, MITF primary 10, GPR151 activ 0.0 and FBW7 activator -0.2.
Screening COc1cc(NS(=O)(=O)c2ccc(NC(=O)c3ccc(OC)c(OC)c3)cc2)nc(OC)n1 returned TEAD-YAP inh 1, MITF primary 17, GPR151 activ -0.9 and FBW7 activator 0.0.
For O=C(/C=C/c1ccccc1)Oc1cccnc1 the results were TEAD-YAP inh -4, MITF primary 13, GPR151 activ -1.3 and FBW7 activator 0.1.
For COc1ccc(/C=C2\Sc3ccc(C(=O)N4CCOCC4)cc3N(C)C2=O)cc1OC the results were TEAD-YAP inh 6, MITF primary 6, GPR151 activ -0.3 and FBW7 activator 0.1.
For O=C(Cc1cnc2ncnn2c1)N1CCc2c([nH]c3ccccc23)C1c1ccccc1F (stereo not given) the results were TEAD-YAP inh 11, MITF primary -1, GPR151 activ -1.8 and FBW7 activator 0.0.
For Cc1nc2nc(-c3ccco3)[nH]n2c(=O)c1Cl the results were TEAD-YAP inh 5, MITF primary 11, GPR151 activ -6.2 and FBW7 activator 0.0.
Screening O=C(CCc1c[nH]c2ccccc12)Nn1c(SCc2ccccc2Cl)nc2ccccc2c1=O returned TEAD-YAP inh -1, MITF primary 5, GPR151 activ 3.0 and FBW7 activator 0.6.
For CC(C)C(c1nnnn1Cc1ccccc1)N1CCN(C)CC1 (stereo not given) the results were TEAD-YAP inh 11, MITF primary 4, GPR151 activ 0.6 and FBW7 activator -0.1.
`CCOC(=O)c1ccc2nc(NC(=O)CSc3nc(C)cc(C)n3)sc2c1` gave TEAD-YAP inh 7, MITF primary 6, GPR151 activ 0.0 and FBW7 activator 0.1.
Screening CCCCOC(=O)c1ccc(N2CC(O)=C(c3nc4ccccc4[nH]3)C2=N)cc1 returned TEAD-YAP inh 10, MITF primary 17, GPR151 activ -0.7 and FBW7 activator 0.8.
COc1ccc(-n2c(SCC(N)=O)nc3c(c2=O)C2(CCCC2)Cc2ccccc2-3)cc1 was read as TEAD-YAP inh 1, MITF primary 10, GPR151 activ 0.5 and FBW7 activator -0.1.
For Cc1onc(-c2ccccc2Cl)c1C(=O)NC(Cc1ccccc1)C(=O)O (stereo not given) the results were TEAD-YAP inh 7, MITF primary 5, GPR151 activ -0.3 and FBW7 activator 0.0.
For COc1ccc(-c2csc(NCc3ccco3)n2)cc1OC the results were TEAD-YAP inh -1, MITF primary 8, GPR151 activ 1.0 and FBW7 activator -0.1.
`Cc1cc(OCC(=O)Nc2cccnc2)c(C)cc1Br` gave TEAD-YAP inh -3, MITF primary -12, GPR151 activ 0.8 and FBW7 activator -0.1.
For COc1ccc(C2=NN(c3ccccc3)C(c3ccccc3)C2)cc1 (stereo not given) the results were TEAD-YAP inh -9, MITF primary -1, GPR151 activ 0.5 and FBW7 activator 0.0.
`O=C(Cc1ccc(Br)cc1)N1CCC(Nc2ccc3[nH]ncc3c2)CC1` gave TEAD-YAP inh 3, MITF primary 18, GPR151 activ 0.3 and FBW7 activator 0.1.
For CCc1ccc(N=C2NC(=O)CC(C(=O)Nc3ccc(OC)cc3)S2)cc1 (stereo not given) the results were TEAD-YAP inh -4, MITF primary 29, GPR151 activ -0.2 and FBW7 activator 0.9.
For Cc1ccc(-c2[nH]ncc2CN2CCC(C(=O)N3CCCC3)CC2)cc1C the results were TEAD-YAP inh 6, MITF primary 6, GPR151 activ 0.2 and FBW7 activator -0.1.
`Cc1noc(C)c1COC(=O)c1cccc(S(=O)(=O)N2CCc3ccccc3C2)c1` gave TEAD-YAP inh -2, MITF primary -9, GPR151 activ -1.3 and FBW7 activator -0.1.
`Cc1ccc(NC2=NS(=O)(=O)c3ccccc32)cc1` gave TEAD-YAP inh -19, MITF primary 7, GPR151 activ -1.1 and FBW7 activator 0.0.
`COc1ccccc1-c1cc(C(=O)NC2CCCC2)[nH]n1` gave TEAD-YAP inh -17, MITF primary 0, GPR151 activ 0.4 and FBW7 activator -0.2.
Cc1ccc(CSc2ccc(C(=O)N3CCN(C)CC3)cc2[N+](=O)[O-])cc1 was read as TEAD-YAP inh 4, MITF primary -9, GPR151 activ -1.1 and FBW7 activator 0.2.
Screening CNc1oc(-c2ccc(Cl)cc2)nc1S(=O)(=O)c1ccc(C)cc1 returned TEAD-YAP inh 9, MITF primary 10, GPR151 activ -0.4 and FBW7 activator -0.1.
COc1ccccc1/C=C1\N=C(c2ccc(OC)c(OC)c2)N(c2ccc(OC)c(OC)c2)C1=O was read as TEAD-YAP inh -14, MITF primary 9, GPR151 activ -1.4 and FBW7 activator -0.1.
For CSc1ccc(/C=C2\N=C(c3ccc(Br)o3)OC2=O)cc1 the results were TEAD-YAP inh -6, MITF primary -11, GPR151 activ 0.7 and FBW7 activator -0.1.
For CCN(C(=O)c1ccco1)c1nc2c(s1)CCc1oc(C)cc1-2 the results were TEAD-YAP inh 3, MITF primary -2, GPR151 activ -1.0 and FBW7 activator 0.2.
`CC1(C(=O)NNC(=O)C2(C)CC2(Br)Br)CC1Br` (stereo not given) gave TEAD-YAP inh -3, MITF primary 6, GPR151 activ -1.4 and FBW7 activator 1.0.
Screening Cc1nn(C)cc1CN(C)C(=O)c1cc2nc(-c3cccs3)cc(C(F)(F)F)n2n1 returned TEAD-YAP inh -12, MITF primary 17, GPR151 activ -0.2 and FBW7 activator 0.6.
For Cc1cc(Cl)ccc1OCCCC(=O)N1c2ccc(F)cc2CCC1C (stereo not given) the results were TEAD-YAP inh -13, MITF primary -8, GPR151 activ -0.1 and FBW7 activator 0.0.
`O=C(c1ccccc1Br)N1CCN(C/C=C/c2ccccc2)CC1` gave TEAD-YAP inh -6, MITF primary 2, GPR151 activ 0.8 and FBW7 activator 0.0.
`CC1(C)CC(=O)c2sc(NC(=O)c3ccc(S(=O)(=O)N4CCOCC4)cc3)nc2C1` gave TEAD-YAP inh 4, MITF primary 1, GPR151 activ -0.4 and FBW7 activator -0.2.
CN(C)c1ccc(/C=c2\sc3nc4cc(Br)cnc4n3c2=O)cc1 was read as TEAD-YAP inh -6, MITF primary -9, GPR151 activ -0.4 and FBW7 activator 0.0.
For O=C(COc1ccccc1)NCCn1ccc2ccccc21 the results were TEAD-YAP inh -6, MITF primary 22, GPR151 activ 1.4 and FBW7 activator 0.8.
`Cc1ccc(C(=O)Nc2cccc(N3C(=O)C4CCC(C)CC4C3=O)c2)cc1` (stereo not given) gave TEAD-YAP inh 8, MITF primary 9, GPR151 activ -1.0 and FBW7 activator 1.0.
`C=CCNC(=O)C(=O)Nc1c(C)cccc1C` gave TEAD-YAP inh 1, MITF primary -1, GPR151 activ -0.8 and FBW7 activator 0.1.
Screening Cc1cc(C(=O)Nc2ccc3oc(-c4cc(Br)ccc4Cl)nc3c2)ccc1[N+](=O)[O-] returned TEAD-YAP inh -2, MITF primary 1, GPR151 activ -0.4 and FBW7 activator -0.1.
`O=C(NC1CCCCC1)c1ccc(S(=O)(=O)c2ccccc2Cl)c([N+](=O)[O-])c1` gave TEAD-YAP inh 4, MITF primary 5, GPR151 activ -0.2 and FBW7 activator -0.2.
Screening Cc1ccccc1C1C(=O)N(C2CCCCC2)CC(=O)N1Cc1ccccc1Cl (stereo not given) returned TEAD-YAP inh 13, MITF primary -3, GPR151 activ -0.2 and FBW7 activator -0.1.
Screening CC1CCN(C(=O)CCC2(Cc3ccco3)CCC(=O)N2)CC1 (stereo not given) returned TEAD-YAP inh -3, MITF primary 3, GPR151 activ 0.8 and FBW7 activator 0.0.
Screening CC1(C)CC(C(CC#N)c2ccc(F)cc2)CCO1 (stereo not given) returned TEAD-YAP inh -2, MITF primary -4, GPR151 activ 0.1 and FBW7 activator -0.4.
For Cc1cc(Cl)ccc1OCCCC(=O)N1CCOCC1 the results were TEAD-YAP inh -38, MITF primary -5, GPR151 activ 2.9 and FBW7 activator -0.1.
`CCN1CCN(CC(O)COC(c2ccccc2)c2ccccc2C)CC1` (stereo not given) gave TEAD-YAP inh 1, MITF primary 88*, GPR151 activ -0.2 and FBW7 activator 0.4.
For CCC1CN(CC(=O)NCCc2ccco2)Cc2cc(OC)ccc2O1 (stereo not given) the results were TEAD-YAP inh 9, MITF primary 6, GPR151 activ 0.2 and FBW7 activator -0.2.
Screening O=C(Nc1ccccc1Cl)c1c(O)c2cccc3c2n(c1=O)CCC3 returned TEAD-YAP inh -11, MITF primary -4, GPR151 activ 2.7 and FBW7 activator 0.1.
For CSc1cccc(NC(=S)N(CCCN2CCCC(C)C2)Cc2cccs2)c1 (stereo not given) the results were TEAD-YAP inh -9, MITF primary 4, GPR151 activ 0.1 and FBW7 activator -0.2.
For COc1ccc(N(CC(=O)NCc2cccnc2)S(=O)(=O)c2ccccc2[N+](=O)[O-])c(OC)c1 the results were TEAD-YAP inh 4, MITF primary 7, GPR151 activ 1.2 and FBW7 activator 0.1.
For CN(C)N1C(N)=C(C#N)C(c2ccc3ccccc3c2)C2=C1CC(c1ccccc1)CC2=O (stereo not given) the results were TEAD-YAP inh 10, MITF primary -3, GPR151 activ 0.1 and FBW7 activator -0.4.
For O=C(NCc1nc2ccccc2[nH]1)c1csc(Br)n1 the results were TEAD-YAP inh -4, MITF primary 6, GPR151 activ -0.6 and FBW7 activator -0.1.
O=C(Nc1ccccc1)c1c(Cl)cc(Cl)nc1Cl was read as TEAD-YAP inh 17, MITF primary -3, GPR151 activ 0.5 and FBW7 activator -0.1.
Screening COc1ccc(C(=O)OCc2ccc(F)cc2F)cc1 returned TEAD-YAP inh 5, MITF primary -11, GPR151 activ 0.0 and FBW7 activator 0.1.
CCOC(=O)N1CCN(C(=O)Cn2ccc3ccccc32)CC1 was read as TEAD-YAP inh 6, MITF primary 1, GPR151 activ 2.3 and FBW7 activator 0.0.
